Assay outcomes deposited in PubChem BioAssay by PCMD.
FXIIa inh mix = factor XIIa (human) inhibition, mixture screen; P00748; inhibition, % at 5 µM; purified FXIIa, fluorogenic substrate, pooled mixtures; 62,000 compounds, 0.2% hits; AID 684;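 note: 0% = enzyme without compound and 100% = no enzyme blank; some results filed as inactive read as strong as hits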
CatL inh = inhibitors of human cathepsin L; inhibition, %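 (tested at 10 µM)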; purified cathepsin L, fluorogenic substrate, fluorescence; 58,000 compounds, 0.17% hits; P07711; in the data active = inhibition above about 45%;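 note: 0% = enzyme with no compound and 100% = no enzyme blank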
Target sequence (P07711 114-288 limits assumed): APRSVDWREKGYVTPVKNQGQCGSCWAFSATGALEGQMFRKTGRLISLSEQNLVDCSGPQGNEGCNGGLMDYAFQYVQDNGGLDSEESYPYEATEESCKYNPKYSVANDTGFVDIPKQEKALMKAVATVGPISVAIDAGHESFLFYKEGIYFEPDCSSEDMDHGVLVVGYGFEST
Target sequence (P07711 292-333 limits assumed): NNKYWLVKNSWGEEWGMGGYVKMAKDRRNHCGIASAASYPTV
AP complement = alternative pathway complement inhibition, orthogonal assay. 62,000 compounds, 0.08% hits. inhibition, % at 5 µM. AID 1235. Human serum alternative complement pathway, LPS-coated ELISA, C3 deposition; tested in compound mixtures;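 active = inhibition above 30% in each of the two pooled mixtures holding the compound, so the lower value exceeds 30%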;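 note: 0% = serum in Mg-EGTA without compound and 100% = EDTA serum blank; some compounds past the cut are filed as inactive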
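Test system: human serum alternative complement pathway, C3 deposition on LPS-coated wells; also added: Plate-bound LPS; doses: 5 µM per compound in ten-compound mixtures; schedule: 1 h at 37 °C; detection: Anti-C3 ELISA, OD 450 nm; evaluation: percent inhibition of C3 deposition onto LPS; repeats: two pool placements per compound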
FXIa inh mix = factor XIa (human) inhibition, mixture screen; P03951; purified FXIa, fluorogenic substrate, pooled mixtures; inhibition, % at 5 µM; 62,000 compounds, 0.19% hits; AID 680;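 note: each value is inhibition by a whole ten-compound pool holding the compound; 0% = enzyme with no mixture and 100% = wells lacking enzyme; strong numbers were not always called active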
CatS inh = human cathepsin S inhibition; recombinant cathepsin S, AMC dipeptide fluorescence, pooled mixtures; P25774; 62,000 compounds, 0.06% hits; inhibition, %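 (tested at 5 µM per compound within 10-compound mixtures)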; in the data active = inhibition above about 32%, passing the limit was not always enough;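 note: 0% = enzyme without compound and 100% = blank without enzyme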
Target sequence (P25774 115-331 limits assumed): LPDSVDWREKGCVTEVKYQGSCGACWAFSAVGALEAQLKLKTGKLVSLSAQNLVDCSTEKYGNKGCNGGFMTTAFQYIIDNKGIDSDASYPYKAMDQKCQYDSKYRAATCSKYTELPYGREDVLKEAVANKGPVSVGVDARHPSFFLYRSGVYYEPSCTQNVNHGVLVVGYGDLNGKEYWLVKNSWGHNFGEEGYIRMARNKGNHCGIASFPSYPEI
CatB mix inh = inhibitors of human cathepsin B in compound mixtures; P07858; Purified cathepsin B, AMC dipeptide fluorescence; inhibition, %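 (ten-compound pools at 5 µM per compound and 50 µM total)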; 62,000 compounds, 0.06% hits; AID 488; in the data active = inhibition above about 22%, passing the limit was not always enough;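 note: 0% = enzyme without compound and 100% = no enzyme blank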
CatB inh = human cathepsin B inhibition; purified cathepsin B, fluorogenic substrate, fluorescence; inhibition, %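 (tested at 10 µM)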; 63,000 compounds, 0.1% hits; in the data active = inhibition above about 21%;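 note: 0% = enzyme with no compound and 100% = no enzyme blank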
Cathepsin G inh = blocks human cathepsin G enzyme activity; inhibition, % at 5 µM (by protocol); purified enzyme, AMC-tetrapeptide fluorescence, pooled mixtures; AID 581; 62,000 compounds, 0.2% hits; P08311;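 active = inhibition above 20% in each of the two mixture wells holding the compound; inactive = inhibition of 20% or less in either well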;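 note: 0% = enzyme control without mixture and 100% = blank lacking enzyme; strong numbers were not always called active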
Target sequence (P08311 21-244 limits assumed): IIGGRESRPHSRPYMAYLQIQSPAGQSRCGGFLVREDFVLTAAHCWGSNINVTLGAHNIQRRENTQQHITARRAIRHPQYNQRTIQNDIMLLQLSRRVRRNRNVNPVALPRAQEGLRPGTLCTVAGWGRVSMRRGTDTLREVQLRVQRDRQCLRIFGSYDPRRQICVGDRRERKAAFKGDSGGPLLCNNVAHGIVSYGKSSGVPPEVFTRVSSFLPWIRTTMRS
C1s inh = human complement C1s inhibition; P09871; purified C1s, fluorogenic AMC substrate, pooled mixtures; mean inhibition % of two 10-compound mixtures (active compounds read high), % at 5 µM (by protocol); 62,000 compounds, 0.16% hits; AID 538;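 active = inhibition above 20% in each of the two 10-compound mixture wells holding the compound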;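 note: 0% = enzyme wells lacking compound mixture and 100% = no-enzyme blank wells; some compounds called inactive have numbers as strong as hits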
The depositor's hits bear a star; · = no result given. Cut-off read from the data, not from the text of the source, unless noted: active = inhibition above about 20% (passing the limit was not always enough); inactive = the rest. Only part of the results is shown; the hit share may differ from the screen's.

The first two compounds as a preview:
SMILES	FXIIa inh mix	CatL inh	AP complement	FXIa inh mix	CatS inh	CatB mix inh	CatB inh	Cathepsin G inh	C1s inh
[O-][n+]1onc2c1CCC1N(O)C(c3ccccc3)CC21O (centres undefined)	7	4	0	9	7	5	3	10	5
CCOC(=O)C1CCN(C(=O)c2ccc(SC)cc2OC)CC1	14	14	-4	2	3	-1	2	0	-8

The whole of this part, previewed entries included:
SMILES	FXIIa inh mix	CatL inh	AP complement	FXIa inh mix	CatS inh	CatB mix inh	CatB inh	Cathepsin G inh	C1s inh
[O-][n+]1onc2c1CCC1N(O)C(c3ccccc3)CC21O (centres undefined)	7	4	0	9	7	5	3	10	5
CCOC(=O)C1CCN(C(=O)c2ccc(SC)cc2OC)CC1	14	14	-4	2	3	-1	2	0	-8
O=C(NCc1ccco1)c1cc(-c2ccco2)on1	-18	29	8	3	6	1	2	7	-2
CCOc1ccc(S(=O)(=O)NCCC(=O)NC2=NCCS2)cc1	-17	7	13	-3	-3	3	0	-4	0
COc1ccc(N2CC(C(=O)NCCCN3CCOCC3)CC2=O)cc1 (centres undefined)	5	-9	16	2	-17	3	-3	0	-17
O=C(NC1CC1)c1ccc(CS(=O)(=O)c2c(Cl)cccc2Cl)o1	-19	1	13	3	1	4	-1	9	13
Cc1cc(NC(=O)COc2ccc(Cl)cc2Cl)n(CCC#N)n1	10	·	10	3	-11	0	1	6	-4
COc1ccc(-c2noc(CCCC(=O)NCc3ccco3)n2)cc1OC	4	-11	0	-2	4	-3	5	10	2
COc1cc(OC)c(NC(=O)CCNC(=O)Cn2cnc3ccccc3c2=O)cc1Cl	3	-6	22	8	-5	7	-5	-1	5
COc1ccc(S(=O)(=O)CCC(=O)O)cc1	4	5	-2	13	1	3	0	2	4
Cc1nc(-c2ccccc2)nc2[nH]c(C(C)C)cc(=O)c12	45	9	5	9	16	4	-4	13	-30
CCCCNC(=O)CS(=O)Cc1nc(-c2ccc(C)cc2)oc1C (centres undefined)	2	9	10	-4	12	-1	3	9	-17
CCN1C(=O)NC2C1N(S(C)(=O)=O)CCN2S(C)(=O)=O (centres undefined)	2	1	11	0	-5	1	3	7	3
Cc1ccc(N2CC(c3nc4ccccc4[nH]3)CC2=O)c(C)c1 (centres undefined)	-6	-9	11	9	2	-3	-4	-3	-6
COc1ccc(CN2CCCCC2c2cccnc2)c(OC)c1C (centres undefined)	9	·	10	6	-5	-3	3	-2	-59
O=C(CS(=O)(=O)Cc1ccccc1)N1CCN(C(=O)c2ccco2)CC1	5	8	7	-8	-10	-1	8	-1	-22
CC(C)C[C@H](NC(=O)NCc1ccc(Cl)cc1)C(=O)O	-12	8	9	-10	-9	-7	4	-8	-2
CCCCNC(=O)C1CCN(S(=O)(=O)c2cnc[nH]2)CC1	5	10	-11	-1	11	-3	5	-6	-15
CC(C)(C)c1cc(NC(=O)COC(=O)C2CC2)n(-c2ccccc2)n1	2	12	10	1	9	3	4	9	14
O=C(CSc1nnc(-c2cccs2)n1Cc1ccco1)c1ccc2c(c1)OCO2	2	6	-5	8	-1	2	3	7	11
COc1ccc(S(=O)(=O)Cc2ccc(C(=O)N3CCCC3)o2)cc1	-20	8	6	6	15	1	1	-1	-6
CC(=O)OC[C@H]1O[C@@H](n2ccc(=O)[nH]c2=S)C(OC(C)=O)C1OC(C)=O (some centres undefined)	-5	10	1	5	-2	3	1	10	5
C=CCNc1nc2c(c(=O)n(C)c(=O)n2C)n1CCCCCC	-4	-2	2	1	10	4	4	-3	-5
O=C(Nc1nccs1)C1CCN(S(=O)(=O)c2ccc3c(c2)OCCCO3)CC1	-19	-7	22	1	-6	3	1	2	-35
COc1cc(-c2nnc(COC(=O)C3c4ccccc4Oc4ccccc43)o2)cc(OC)c1OC	0	0	15	2	-6	3	-4	-4	-21
Brc1cnc(N2CCCC2)nc1N1CCCCC1	10	15	-2	0	12	-3	1	5	8
COc1cccc(/C=N/n2c(-c3ccco3)nc3ccccc3c2=O)c1	2	20	11	-1	9	6	-1	8	3
COC(=O)C1=C(C)Nc2ncnn2C1c1ccc(C)o1 (centres undefined)	-8	10	-13	-1	5	2	-2	-13	-21
O=C(Nc1ccc(-c2cn3ccsc3n2)cc1)c1ccc(F)c(S(=O)(=O)N2CCOCC2)c1	12	·	0	4	0	-4	-2	-13	-28
Cc1ccc(NC(=O)c2ccco2)cc1C	2	4	10	9	16	-1	-2	2	-16
CCCC1c2ccc(C)n2CCN1C(=O)Nc1ccc(F)cc1 (centres undefined)	2	5	6	7	13	5	1	8	-8
Cc1cc(O)c(C2(C(F)(F)F)NCCNC2=O)cc1C (centres undefined)	-3	-3	11	0	-8	6	4	11	5
COC(=O)c1ccc(CSc2nnc(N)s2)cc1	-14	-3	23	-4	-3	3	4	2	2
CCOC(=O)C1CCN(c2c(NCCN3CCN(c4ccccc4)CC3)c(=O)c2=O)CC1	9	2	9	3	-5	2	3	-4	4
O=C(Cn1cnc2c(nnn2Cc2ccccc2)c1=O)N1CCN(c2ccccc2)CC1	-13	11	13	6	5	-2	4	7	13
CCOCc1nnc(NC(=O)COC)s1	6	19	-5	3	6	-1	10	7	14
O=C(CC(SCCO)c1ccc2c(c1)OCO2)c1ccco1 (centres undefined)	4	2	-7	12	10	3	5	1	-6
Cc1noc(C)c1S(=O)(=O)N(CC(=O)N1CCc2ccccc21)c1ccc(C(C)C)cc1	1	·	21	9	0	4	2	52	9
CCOC(=O)N1CCN(C(=O)CCSc2ccc(C)cc2)CC1	4	·	4	0	7	-8	1	10	-2
CN1C(=O)c2ccccc2C(C(=O)O)C1c1cn(C)c2ccccc12 (centres undefined)	3	2	16	8	-1	6	2	10	12
C=C(C)c1nc(N)nc(N)n1	-17	10	-20	1	0	0	2	-5	-22
OCCOCCOCCn1c2ccccc2c2ccccc21	9	-3	7	12	-3	-2	-3	8	5
COc1cccc(C2C(C(=O)NCc3ccccc3)=C(C)Nc3ncnn32)c1 (centres undefined)	-9	-1	2	2	-5	1	-4	-5	2
O=C(Nc1cccc(O)c1)c1cc(S(=O)(=O)N2CCCC2)ccc1Cl	-4	-4	24	8	4	5	-2	21	17
Nc1nncn1C(=O)CCCN1C(=O)c2ccccc2C1=O	-18	3	-13	5	15	6	6	-3	-5
COc1cc(-c2cccs2)cc(=O)c2c(C)oc(C)c12	6	-5	28	2	0	4	5	5	5
CCOc1ccc(-c2nnn(CC(=O)c3cc(OC)ccc3OC)n2)cc1	-2	-5	4	5	-5	-4	-4	0	-5
O=C1C=C(NCc2ccncc2)CC(c2ccccc2)C1 (centres undefined)	-6	21	-3	10	15	6	0	9	15
Nc1nc(NCc2c(F)cccc2Cl)nn1-c1ccccc1	-13	1	-5	-3	6	2	0	-2	6
COc1cc(CC(=O)Nc2sccc2C(N)=O)cc(OC)c1OC	7	6	-16	-2	-1	-1	4	-12	-19
N#Cc1nc(COc2ccccc2)oc1N1CCOCC1	5	-11	4	-1	5	-4	-1	8	2
O=C(CN1CCOCC1)Nc1ccc(Oc2ccccc2)cc1	4	18	19	-8	-4	2	6	5	-19
CC1CCN(CCCNC(=O)c2cc3sccc3n2C)CC1	1	14	1	5	-2	-2	1	-8	-5
CC(Oc1ccc(Cl)cc1Cl)C(=O)Nc1ncccn1 (centres undefined)	-1	0	2	0	2	3	2	-1	-1
COC(=O)c1ccccc1NC(=O)CN1CCC(n2nnc3cc(C)ccc32)CC1	3	12	9	0	6	2	-2	2	-12
N#CC1=C(N)SC(N)=C(C#N)C1c1c(Cl)cccc1Cl	6	8	7	7	2	2	-1	10	7
CC(C)CCOC(=O)C1[C@H]2C(=O)N(Cc3cccs3)C[C@]23C=C[C@H]1O3 (some centres undefined)	-5	13	19	7	-3	-5	-3	-2	0
CCC(=O)Nc1cccc(Br)c1	6	1	1	-8	13	0	2	0	-9
CCN(CC)S(=O)(=O)c1cccc(-c2nnc(SCC(=O)c3cc(C)n(C4CC4)c3C)o2)c1	2	·	12	6	-1	6	1	13	18
COc1ccc(CNC(=O)Cc2ccc(OC)c(S(=O)(=O)N3CCOCC3)c2)cc1	7	3	9	-1	5	4	4	4	-28

Remaining list, next part:
SMILES	FXIIa inh mix	CatL inh	AP complement	FXIa inh mix	CatS inh	CatB mix inh	CatB inh	Cathepsin G inh	C1s inh
CN1C(=O)NC(c2cccc(O)c2)C(C(=O)c2cccs2)C1(O)C(F)(F)F (centres undefined)	2	5	7	-1	0	2	1	7	-12
O=C(NCCc1ccccc1)c1ccc(-n2cnnn2)cc1	9	6	13	4	-1	2	-1	7	1
CCOC(=O)C1=C(Cn2ccc(C(F)(F)F)n2)NC(=O)NC1c1ccc2c(c1)OCO2 (centres undefined)	8	-1	29	8	18	-1	0	1	2
COC(=O)[C@H](CCSC)NC(=O)Nc1ccc(OC)c(Cl)c1	13	18	6	7	2	0	3	5	3
COc1cccc(CNC(=O)CN(C)S(=O)(=O)c2cnc[nH]2)c1	2	-8	22	-4	-8	-1	4	5	-28
Nc1ncnc2c1ncn2CCNCCc1ccccc1	1	12	-2	2	13	4	5	13	13
c1ccc(CCc2nc(-c3ccncc3)no2)cc1	-1	6	-1	2	10	-3	-3	2	-1
Cc1ccc(S(=O)(=O)N(C)CCCC(=O)n2nc(C)cc2C)cc1	6	·	4	11	11	6	8	16	11
CCNc1nc(CC)nc2c1oc1ccccc12	6	·	-6	-23	-16	-15	-2	-5	-120
CCOc1ccc(-c2noc(CCC(=O)O)n2)cc1	-31	·	17	6	-3	0	0	9	9
COC(=O)c1cn(NC(=O)c2cccc(N(C)C)c2)c(=O)c2ccccc12	11	-3	15	6	5	6	2	10	7
O=C(C1Cc2ccccc2CN1S(=O)(=O)c1cccs1)N1CCCCCC1 (centres undefined)	11	2	5	3	-8	0	1	-3	1
CCCCC(NC(C)=O)c1nc2ccccc2n1CCC (centres undefined)	-1	-1	5	8	3	6	2	9	11
CN(C)S(=O)(=O)N(CC(=O)Nc1ccccc1C(F)(F)F)c1ccccc1	-19	12	12	-18	-4	-8	5	-7	-118
COc1ccccc1NC(=O)N1CCc2[nH]c3ccc(F)cc3c2C1	1	-2	-11	10	20	3	4	-9	-12
Cc1ccc(S(=O)(=O)NCCOCCNS(=O)(=O)c2ccc(C)cc2)cc1	1	-1	4	-2	-9	1	1	7	-12
Cc1oc(C(C)(C)C)cc1C(=O)NCC(=O)NCC(=O)O	-2	14	-3	1	-5	-2	2	8	-8
COc1ccc(-c2nn(-c3ccccc3)cc2/C=N/n2cnnc2)cc1OC	3	8	-9	1	6	-11	3	11	4
COc1cccc(CNc2ccc(N3CCCCC3)cc2)c1OC	-1	18	10	11	3	3	4	9	-4
CCN(CC)CCCOc1nc(C)nc2c1oc1ccccc12	3	11	4	7	6	-3	-3	1	0
CC1Cc2ccccc2N1C(=O)CSc1nnc(CSc2ncccn2)n1C (centres undefined)	8	28	6	-2	5	-4	1	10	2
CCOc1ccccc1NC1c2ccccc2C(=O)N1c1cccnc1 (centres undefined)	5	9	9	-6	5	-2	7	4	-30
